# From PubChem
# VLA-4 inh = inhibition in human VLA-4 binding assay, primary screen, VLA-4 allosteric modulator project, MLPCN library, flow cytometry, VLA-4 expressing cells; ligand binding flow cytometry; inhibition, % (about 7 µM as worked out from the volumes in the protocol); 330,000 tested, 0.2% active; AID 2557, 2010; in the data active = inhibition above about 50%
# GRK2 aptamer HTS = compounds blocking aptamer binding on GRK2 – biochemical, human GRK2, bead flow cytometry, HTS, primary screen | 330,000 tested, 0.59% active | AID 488847, 2010 | inhibition of aptamer binding, % at 10 µM | Beta-adrenergic receptor kinase 1 (Homo sapiens), P25098 | FAM-aptamer displacement from GRK2;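 active = inhibition of aptamer binding above 40%, roughly 3 SD of noise, on plates passing a quality check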;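 also: median bead fluorescence of bound FAM aptamer so fluorescent compounds give negative values; no value below 0 was filed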
# Target sequence (P25098 whole entry, looked up): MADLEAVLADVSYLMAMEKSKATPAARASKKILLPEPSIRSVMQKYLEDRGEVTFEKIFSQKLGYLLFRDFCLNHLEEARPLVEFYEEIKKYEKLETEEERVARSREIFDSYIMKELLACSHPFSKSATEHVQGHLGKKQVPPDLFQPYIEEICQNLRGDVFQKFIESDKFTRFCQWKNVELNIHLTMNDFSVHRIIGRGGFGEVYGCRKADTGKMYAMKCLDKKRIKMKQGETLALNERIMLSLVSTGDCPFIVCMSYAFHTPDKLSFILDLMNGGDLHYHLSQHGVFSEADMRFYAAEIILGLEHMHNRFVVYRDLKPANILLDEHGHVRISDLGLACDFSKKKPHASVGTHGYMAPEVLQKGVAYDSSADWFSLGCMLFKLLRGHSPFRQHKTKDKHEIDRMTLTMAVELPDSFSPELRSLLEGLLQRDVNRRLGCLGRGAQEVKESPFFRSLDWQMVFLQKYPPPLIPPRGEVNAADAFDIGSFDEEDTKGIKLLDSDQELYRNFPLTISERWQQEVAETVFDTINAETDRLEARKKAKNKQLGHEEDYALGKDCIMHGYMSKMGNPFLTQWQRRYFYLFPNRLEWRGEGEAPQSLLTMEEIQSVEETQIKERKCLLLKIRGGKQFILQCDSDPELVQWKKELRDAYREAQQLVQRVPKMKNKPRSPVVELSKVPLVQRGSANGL
# Bcl-xL primary = inhibitors of human Bcl-xL, primary screen, biochemical, fluorescence polarization, HTS; GST-Bcl-xL / FITC-Bim BH3 peptide fluorescence polarization; inhibition, % at 10.9 µM; 320,000 tested, 0.7% active; AID 2129, 2009;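 active = inhibition above the mean of all tested compounds plus 3 SD, cutoff set per campaign, cut at about 30% in these data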;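 also: 0% = DMSO wells and 100% = unlabeled Bim-BH3 peptide competitor; inhibitors lower millipolarization by displacing the labeled peptide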
# CIT2 TOR yeast = modulators of CIT2-GFP expression in yeast, primary screen, S. cerevisiae, GFP fusion, multiplex flow cytometry, MLPCN library. 320,000 tested, 0.065% active. S. cerevisiae CIT2-GFP strain, 3 h; 100 means same as DMSO wells. GFP response vs DMSO, % at 10 µM;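 active = GFP response relative to DMSO above a set limit, near the screen mean plus 3 SD, cut at about 150% in these data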;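 also: ratio of well median GFP fluorescence to mean of DMSO wells on the plate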
# AGP1-GFP MLPCN = modulators of AGP1-GFP expression in yeast TOR pathway, primary screen, cell-based, multiplex flow cytometry, S. cerevisiae, MLPCN library; AID 2066, 2009; GFP response vs DMSO, % at 10 µM; 3 h; GFP as percent of DMSO wells; 320,000 tested, 0.02% active;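 active = GFP response relative to DMSO above a set limit, near screen average plus 3 SD, cut at about 150% in these data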;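 also: median GFP channel fluorescence of the gated AGP1 strain per well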
# GLD-1 TGE inh = GLD-1/TGE RNA complex disruptors, primary screen, biochemical, fluorescence polarization. 320,000 tested, 0.44% active. inhibition, % at 5.96 µM. purified GLD-1 + fluorescein TGE RNA. AID 2280, 2010. Female germline-specific tumor suppressor gld-1 (Caenorhabditis elegans), Q17339;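 active = percent inhibition above a per-plate cutoff, the plate mean of test compounds plus 3 SD, cut at about 30% in these data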;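 also: 0% = DMSO wells with GLD-1 and probe and 100% = wells lacking GLD-1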
# Fam108B counter = mouse Fam108B serine hydrolase inhibitors, primary screen, counter-screen for RBBP9 inhibitor project, biochemical, fluorescence polarization | 300,000 tested, 0.33% active | inhibition, % at 9.51 µM | recombinant Fam108B, FP-Rh probe fluorescence polarization;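 active = inhibition above the screen mean inhibition plus 3 SD, computed separately per campaign, cut at about 18% in these data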;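 also: inhibitors lower polarization as less probe binds the enzyme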
# MCL1-BIM inh = inhibitors of MCL1 binding to BIM-BH3, primary screen, biochemical, fluorescence polarization | inhibition, % at 10.9 µM | Induced myeloid leukemia cell differentiation protein Mcl-1 (Homo sapiens), Q07820 | GST-MCL1 / FITC-Bim-BH3 fluorescence polarization | 320,000 tested, 0.68% active;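 active = inhibition above the mean inhibition of all tested compounds plus 3 SD, set per campaign, cut at about 40% in these data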;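 also: 0% = DMSO wells and 100% = unlabeled Bim-BH3 peptide control; higher means more loss of mP so more displacement of Bim peptide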
# Target sequence (Q07820 whole entry, looked up): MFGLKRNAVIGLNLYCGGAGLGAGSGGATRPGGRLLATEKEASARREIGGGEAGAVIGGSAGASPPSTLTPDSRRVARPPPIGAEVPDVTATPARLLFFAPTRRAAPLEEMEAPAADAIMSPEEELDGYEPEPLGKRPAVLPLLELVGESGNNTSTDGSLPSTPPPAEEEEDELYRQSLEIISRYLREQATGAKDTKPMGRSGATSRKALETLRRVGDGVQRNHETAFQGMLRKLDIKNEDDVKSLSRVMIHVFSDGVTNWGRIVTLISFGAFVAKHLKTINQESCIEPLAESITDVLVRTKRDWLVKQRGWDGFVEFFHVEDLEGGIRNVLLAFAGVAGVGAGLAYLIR
# MEX-5 binding = MEX-5 zinc finger RNA-binding disruptors – biochemical, C. elegans, fluorescence polarization, MLPCN library, primary screen | Zinc finger protein mex-5 (Caenorhabditis elegans), Q9XUB2 | MEX-5/FITC-TCR2 RNA binding; active compounds read low | activity score (negative = inhibition of binding), % at 10 µM | 300,000 tested, 0.38% active | AID 1832, 2009;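 active = inhibition past about -25% in most replicates, and total fluorescence under double the plate's negative control median, limit read from the data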;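 also: 0% = DMSO and -100% = 5 µM competing unlabeled TCR2 RNA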
# The depositor's hits bear a star; . = not tested or not shown. No enrichment for hits. About 2.2% of those tested had a hit in this group.
smiles,CIT2 TOR yeast,GLD-1 TGE inh,Bcl-xL primary,MEX-5 binding,AGP1-GFP MLPCN,MCL1-BIM inh,VLA-4 inh,GRK2 aptamer HTS,Fam108B counter
C=CCN(CC=C)c1nc2ccccc2nc1C(C#N)C(=O)OC(C)C (centres undefined),96,17,16,-4.9,96,13,0,0,-4
CCN(CCCNC(=O)Cn1ncc2c([nH]c3ccc(C)cc32)c1=O)Cc1ccccc1,103,0,2,-1.5,105,1,40,0,-3
CCCCN=C(NNc1ccc(Br)cc1)C(=O)OCC,105,6,-1,1.6,87,5,36,1,0
O=C(c1ccc(N2CCCC2=O)cc1)N1CCN(c2ccccc2)CC1,99,-13,2,-1.6,102,-4,8,1,3
COc1ccc(C(=O)COC(=O)CSCc2c(C)noc2C)cc1OC,97,1,-5,0.2,104,-3,-2,0,-2
CCOC(=O)c1ccc(NC(=O)CN2C(=O)C3C4C=CC(C4)C3C2=O)cc1 (centres undefined),105,9,8,1.5,99,2,-4,2,1
CCn1c(CNC(=O)c2ccccc2F)nnc1SCC(=O)NC1CCCCC1C (centres undefined),112,8,1,2.0,99,0,0,0,-3
Cc1c(Cl)cccc1Nc1ncccc1C(=O)OCC(O)CO (centres undefined),98,-2,2,-0.4,98,-3,-9,1,2
O=C(NCC1CCCO1)C1CCCN(S(=O)(=O)c2cccc(C(F)(F)F)c2)C1 (centres undefined),88,-5,-10,1.2,93,-11,17,2,-2
COc1ccc(N2CCN(C(=O)Cc3ccc(S(=O)(=O)N4CCOCC4)s3)CC2)cc1,93,0,-5,0.5,106,5,1,6,0
CCOc1ccc(S(=O)(=O)NCCCN2CCOCC2)cc1,100,1,7,-2.2,104,8,9,6,5
CCn1c(SCC(=O)Nc2ccc(C)cc2)nc2nc3c(cc2c1=O)CCCC3,103,6,7,0.9,101,4,10,0,-6
O=C(NCc1ccc(Cl)cc1)c1ccc(S(=O)(=O)N2CCCCC2)cc1,97,-2,2,.,109,3,6,0,.
CC1CCN(c2ccc3nnc(CCC(=O)N4CCCCC4)n3n2)CC1,105,-6,-4,0.2,98,-4,12,3,-1
Cc1ccc(C(=O)N2CCCC2)cc1S(=O)(=O)N1CCCCC1,110,1,3,-2.0,98,1,-1,4,2
Cc1ccc(NC(=O)COC(=O)CCc2ccc(S(=O)(=O)N3CCOCC3)cc2)c(C)c1,94,4,6,0.1,92,8,16,0,-5
CCOC(=O)N1CC=C2C(C#N)=C(N)C(C#N)(C#N)[C@H](c3cccs3)C2C1 (some centres undefined),98,4,20,-21,99,11,-2,5,0
CCCNC(=O)c1ccc(N2CCC3(CC2)CC(c2cccc(Br)c2)=NO3)c(NC(=O)c2c(Cl)cccc2Cl)c1,.,1,-2,2.8,.,-1,.,.,-11
O=c1c2cc(Cl)ccc2[nH]c(=S)n1Cc1ccco1,95,9,0,2.2,85,5,-7,0,-8
O=C(NCc1ccco1)c1cccc(S(=O)(=O)N2CCCCC2)c1,94,0,7,-1.1,101,9,22,1,3
Cn1nccc1/C=N\NC(=O)c1ccc(Cl)cc1,93,-1,7,-1.3,94,3,-8,0,1
CCOc1cccc(=O)c2c(C)n(CC(=O)c3ccccc3)c(C)c12,102,3,6,-1.9,99,-3,-5,1,1
Cc1cc(OCC(=O)NCc2ccccn2)cc(C)c1Br,97,-6,3,-0.7,98,2,8,1,-1
O=c1ccn(Cc2ccccc2)c2ccccc12,97,1,1,-0.9,95,-2,1,0,-2
NS(=O)(=O)c1ccc(CCNS(=O)(=O)c2ccc(Cl)s2)cc1,103,8,.,.,99,.,6,0,.
O=C(NCCCN1CCCCC1)c1ccc2c(c1)NC(=O)C(N1CCOCC1)S2 (centres undefined),99,-5,3,-2.1,101,-7,4,3,3
COc1ccccc1N(CC(=O)NC1CCCC1)C(=O)c1oc(C(C)(C)C)cc1C,98,8,-1,3.9,101,6,9,0,2
Cc1sc2ncn(CC(=O)NCC(=O)N(C)C3CCCCC3)c(=O)c2c1C,102,-2,3,-1.5,106,3,-16,5,-5
Cc1ccc(S(=O)(=O)N2CCOC2CNC(=O)C(=O)NCCCN2CCOCC2)cc1 (centres undefined),107,4,5,-1.3,101,5,-20,0,-3
COc1ccc(CCNC(=O)c2n[nH]c3ccccc23)cc1,87,23,5,-1.1,97,2,5,3,3
O=C(NC1CC1)C1CCN(C2CCN(C(=O)c3c(F)cccc3Cl)CC2)CC1,110,2,5,0.6,108,3,6,0,-16
COc1ccc(C(=O)N2CCN(CC(=O)N3CCOCC3)CC2)cc1,90,1,3,-3.1,87,-1,-16,1,3
COc1ccc(OC)c(CNC(=O)CCc2nc(-c3cccs3)no2)c1,96,3,10,2.3,100,-3,19,0,-1
O=C(NN1C(=O)c2ccc3c4c(ccc(c24)C1=O)CC3)c1ccc(Br)cc1,95,1,1,2.8,101,-9,-33,1,-9
COc1ccc(C2C(C(=O)c3ccco3)=C(O)C(=O)N2CCc2ccccc2)cc1OC (centres undefined),96,-1,4,.,101,3,15,2,1
CCOC(=O)c1ccc(NCC(O)COc2ccccc2)cc1 (centres undefined),106,-11,9,-3.4,90,5,-18,4,2
CCCn1c(-c2cccc(F)c2)nc2c1c(=O)[nH]c(=O)n2Cc1ccccc1,109,3,1,0.3,104,2,-2,4,-4
COc1cc(C(=O)Nc2ccc(C(C)=O)cc2)c(Br)c(OC)c1OC,101,1,6,0.5,96,3,5,0,5
CC1(C)Cc2c(cnn2-c2ccc(F)cc2)C(NC(=O)CCN2CCCCC2=O)C1 (centres undefined),90,.,.,2.4,88,.,8,3,.
CCc1ccc(NC(=O)Cn2c(=O)n(CCCC(=O)NCc3ccco3)c(=O)c3ccccc32)cc1,91,-8,-1,-0.1,94,-1,0,2,-7
COCc1ccccc1Cn1cnc2c1c(=O)n(C)c(=O)n2C,111,5,-1,0.9,107,2,9,2,-3
CCOC(=O)c1ccc(Nc2nc(-c3cccnc3)nc3ccccc23)cc1,85,-2,-1,-3.4,88,-11,17,0,-29
COc1ccc(OC)c(NC(=O)/C=C/c2ccccc2[N+](=O)[O-])c1,98,-1,0,-1.2,97,-6,28,0,5
COC(=O)C1=C(C)N(c2ccccc2)C(=S)NC1c1ccccc1C(F)(F)F (centres undefined),103,-2,5,-2.4,97,5,9,19,1
CC(NC(=O)C(=O)NCCc1c[nH]c2ccccc12)c1ccccc1 (centres undefined),106,0,5,0.9,101,-5,0,3,-4
Cc1ccc(Nc2ncnc(-n3cccc3)n2)cc1Cl,94,4,-4,1.7,99,-7,-27,0,-5
CCC(=O)Nc1ccc2nc3c(=O)[nH]c(=S)[nH]c3nc2c1,97,16,61*,-46*,100,98*,2,36,8
COc1cccc(C2c3[nH]c4ccccc4c3C[C@H]3C(=O)N(c4ccccc4C(=O)N4CCC[C@H]4C(=O)O)C(=O)N23)c1 (some centres undefined),98,21,18,-1.7,97,12,31,2,0
CCc1ccc(NC(=O)C2(c3ccccc3)CC2(Cl)Cl)cc1 (centres undefined),92,0,-1,-1.5,93,-14,3,1,-7
C[C@H]1CN([C@@H](C)CO)C(=O)c2cc(NC(=O)NC3CCCCC3)ccc2O[C@H]1CN(C)C(=O)Nc1ccc(C(F)(F)F)cc1,100,2,.,.,102,.,2,0,.
Cc1cc(Oc2cc(NN3CCCCC3)c([N+](=O)[O-])cc2[N+](=O)[O-])c(C(=O)c2ccccc2)cc1Cl,89,1,1,-0.6,86,0,-3,8,4
COc1ccc(CNC(=O)CNS(=O)(=O)c2cccc(C#N)c2)cc1OC,93,.,.,2.0,91,.,-8,4,.
OC(COc1ccc2ccccc2c1)CN1CCOCC1 (centres undefined),83,1,5,1.0,98,9,-11,2,1
Cn1nccc1C(=O)N1CCN(S(=O)(=O)c2ccc(Br)s2)CC1,109,7,0,0.8,103,9,1,0,-2
COCCN(CCOC)c1cc(C)c(C#N)c2nc3ccccc3n12,101,-3,7,-2.8,109,-1,7,0,2
O=C(CSc1nnc(COc2ccccc2)o1)N1CCN(c2ccccc2)CC1,98,3,0,-1.9,92,3,-4,0,2
COc1ccc(NC(=S)N(CCCN2CCOCC2)C(C)c2cc3ccccc3o2)cc1 (centres undefined),97,0,8,3.7,104,13,4,1,2
CCOc1ccc(CSC(CC(=O)O)C(=O)O)cc1 (centres undefined),94,2,6,0.9,97,-4,-4,0,-3
COc1cc(-c2cc(=O)c3c(O)c(OC)c(OC)cc3o2)cc(OC)c1O,102,5,2,-2.7,97,17,-17,4,10
CCCCCCCN1CCC(=O)N(CCO)CC1,66,5,0,1.5,80,-5,36,0,1

# Some of the entries so far, with two lines to a compound.
# Value order: CIT2 TOR yeast | GLD-1 TGE inh | Bcl-xL primary | MEX-5 binding | AGP1-GFP MLPCN | MCL1-BIM inh | VLA-4 inh | GRK2 aptamer HTS | Fam108B counter
> Cn1nccc1C(=O)N1CCN(S(=O)(=O)c2ccc(Br)s2)CC1
  109 | 7 | 0 | 0.8 | 103 | 9 | 1 | 0 | -2
> COCCN(CCOC)c1cc(C)c(C#N)c2nc3ccccc3n12
  101 | -3 | 7 | -2.8 | 109 | -1 | 7 | 0 | 2

# Retrieved one by one from above:
smiles,CIT2 TOR yeast,GLD-1 TGE inh,Bcl-xL primary,MEX-5 binding,AGP1-GFP MLPCN,MCL1-BIM inh,VLA-4 inh,GRK2 aptamer HTS,Fam108B counter
COc1cc(C(=O)Nc2ccc(C(C)=O)cc2)c(Br)c(OC)c1OC,101,1,6,0.5,96,3,5,0,5
CCOc1ccc(CSC(CC(=O)O)C(=O)O)cc1 (centres undefined),94,2,6,0.9,97,-4,-4,0,-3
O=C(NN1C(=O)c2ccc3c4c(ccc(c24)C1=O)CC3)c1ccc(Br)cc1,95,1,1,2.8,101,-9,-33,1,-9

# Additional results
smiles,CIT2 TOR yeast,GLD-1 TGE inh,Bcl-xL primary,MEX-5 binding,AGP1-GFP MLPCN,MCL1-BIM inh,VLA-4 inh,GRK2 aptamer HTS,Fam108B counter
CN(C)S(=O)(=O)c1cccc(NC(=O)COC(=O)c2cc3ccccc3oc2=O)c1,97,-2,6,-2.3,95,2,-1,17,2
Cn1cc(C(=O)O)c(-c2ccc3c(c2)OCCCO3)n1,102,-4,-2,0.1,95,-7,-11,2,0
COc1cnn(-c2ccc(F)cc2)c(=O)c1Br,110,-2,2,-0.1,103,2,5,0,-13
Cc1ccc2[nH]c(C(=O)N/N=C/c3ccc([N+](=O)[O-])cc3)c(C)c2c1,95,.,.,1.2,97,.,21,0,.
